Source: PubChem
VCAM1 TNFa inh – inhibitors of TNFa-induced VCAM1 expression, primary screen, imaging, HUVEC, TNFa stimulus, immunofluorescence | HUVEC TNFa-induced VCAM-1 immunofluorescence, high-content imaging | inhibition, % at 2 µM | 95,000 tested, 0.48% active | AID 802, 2007;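 active = inhibition above the batch mean plus 3 SD, with images confirmed as a hit by eye, cut at about 37% in these data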;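 also: 0% = TNF-stimulated DMSO wells and 100% = unstimulated control wells; not every result past the cut was called active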
HUVEC tox TNFa – cytotoxicity in TNFa-stimulated HUVEC, primary screen, cytotoxicity control for VCAM1 expression modulator project, imaging, Hoechst nuclei count | cell count reduction, % at 2 µM | 93,000 tested, 0.17% active | AID 848, 2007 | HUVEC TNFalpha-stimulated, Hoechst cell count;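 active = cell count reduction exceeding the screen mean by over 5 SD, scaled to untreated wells per plate, cut at about 78% in these data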;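 also: cells counted after 24 h of TNF alpha exposure following the 1 h pretreatment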
hDAT+cocaine – changed hDAT dopamine uptake under cocaine IC80, either direction, primary screen, cocaine antagonist project, cell-based, LLC-PK1 hDAT, [14C]-dopamine uptake, MLSMR | LLC-PK1 hDAT cells, [14C]-dopamine uptake with cocaine IC80; actives deviate in either direction | 110,000 tested, 1.3% active | AID 449768, 2010 | Sodium-dependent dopamine transporter (Homo sapiens), Q01959 | B-score at 10 µM;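 active = Z score or B-score, a plate-position-corrected score, falls beyond the plate's 99.7% confidence bounds, in either direction; inactive = both scores lie inside the 99.7% bounds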;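 also: scored against the spread of the other compound wells on the same plate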
Target sequence (Q01959 whole entry, looked up): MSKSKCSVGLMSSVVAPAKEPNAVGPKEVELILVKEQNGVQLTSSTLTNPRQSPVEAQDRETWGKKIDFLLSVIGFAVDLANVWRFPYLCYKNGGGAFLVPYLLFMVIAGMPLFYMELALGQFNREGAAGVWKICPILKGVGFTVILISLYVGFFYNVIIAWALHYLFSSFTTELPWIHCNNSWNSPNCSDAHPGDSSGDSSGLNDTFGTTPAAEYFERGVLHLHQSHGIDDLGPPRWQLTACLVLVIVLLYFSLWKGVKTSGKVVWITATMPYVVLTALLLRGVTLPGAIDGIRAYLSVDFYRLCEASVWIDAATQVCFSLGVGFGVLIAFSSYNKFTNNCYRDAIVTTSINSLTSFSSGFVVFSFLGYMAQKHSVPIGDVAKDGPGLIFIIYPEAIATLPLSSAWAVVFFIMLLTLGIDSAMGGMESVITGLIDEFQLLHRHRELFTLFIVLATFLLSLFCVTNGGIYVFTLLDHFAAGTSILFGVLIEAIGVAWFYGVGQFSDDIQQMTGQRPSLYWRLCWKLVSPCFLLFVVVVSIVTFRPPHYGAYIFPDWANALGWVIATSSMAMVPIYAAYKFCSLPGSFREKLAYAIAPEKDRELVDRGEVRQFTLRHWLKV
Plk1 PBD FP – Plk1 polo box domain binding inhibitors, primary screen, biochemical, fluorescence polarization; Serine/threonine-protein kinase PLK1 (Homo sapiens), P53350; Plk1 PBD phosphopeptide binding; inhibition, %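 (tested at about 20 µM)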; 97,000 tested, 0.13% active; AID 693, 2007; in the data active = inhibition above about 34%, passing the limit was not always enough
IL1B cytotox – cytotoxicity in IL-1B stimulated HUVEC, primary screen, cytotoxicity control for IL-1B NFkB translocation project, imaging, Hoechst nuclear count, IL-1B stimulus | HUVEC cell count loss | cell count reduction, % at 2 µM | 94,000 tested, 0.41% active;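 active = cell count reduction more than 3 SD above the screen-wide mean, cut at about 70% in these data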;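 also: normalized per plate to untreated control cells as the no-loss baseline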
sEH inh – soluble epoxide hydrolase inhibitors, primary screen, biochemical, human sEH | AID 707, 2007 | 91,000 tested, 0.34% active | inhibition, % at 2 µM | Bifunctional epoxide hydrolase 2 (Homo sapiens), P34913 | recombinant human sEH enzymatic activity assay; in the data active = inhibition above about 80%; also: values of inactives mirror those of a sister screen read the other way; many of its hits are not listed in these tables
E coli WT exp – growth inhibitors of wild-type E. coli, primary screen, strain BW25113, expanded library, OD600; OD600 absorbance; growth inhibition, % at 100 µM; 98,000 tested, 0.15% active; AID 710, 2007;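 active = growth inhibition above about 50% at one test dose, limit read from the data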;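 also: growth measured after 20 h incubation at 37 °C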
cytoskel mod – modifiers of F-actin cytoskeleton organization, primary screen, imaging, HUVEC, phalloidin staining, high-content imaging | AID 836, 2007 | HUVEC TNFa F-actin phalloidin imaging | inhibition, % at 2 µM | 91,000 tested, 0.18% active;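 active = inhibition above the batch mean plus 3 SD and confirmed as a hit by visual image inspection, cut at about 30% in these data, passing the limit was not always enough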; also: strong numbers were not always called active
PLK1 inh – human PLK1 kinase inhibitors, primary screen, biochemical, TR-FRET; Serine/threonine-protein kinase PLK1 (Homo sapiens), P53350; recombinant PLK1 kinase, TR-FRET peptide phosphorylation; inhibition, % at 10 µM; 97,000 tested, 0.53% active;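 active = inhibition of 50% or more in the single-concentration screen; inactive = inhibition below 50%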;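 also: 0% = DMSO max control and 100% = H-89 dihydrochloride min control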
The depositor's hits bear a star; . = no result given.

molecule	VCAM1 TNFa inh	HUVEC tox TNFa	hDAT+cocaine	Plk1 PBD FP	IL1B cytotox	sEH inh	E coli WT exp	cytoskel mod	PLK1 inh
CCCC(=O)Nc1ccc(NC(=O)c2ccco2)cn1	-24	-1	0.38	2	-9	7	-7	-16	-5
COc1ccc(C(=O)NCc2ccccc2)cc1S(=O)(=O)N1CCCc2ccccc21	20	6	0.012	-7	1	2	-6	12	-8
COc1ccc(Cn2cccc(NC(=O)Nc3cccc(C#N)c3)c2=O)cc1	8	7	-0.2	-18	-2	7	-13	-12	2
O=C(O)C1C2C=CC(C3CC23)C1C(=O)NCCc1ccccc1 (stereo unspecified)	-10	-8	0.27	-19	-10	2	0	-1	-10
CCOC(=O)c1sc(NC(=O)CN(CC)CC)c(C(=O)OCC)c1C	21	-10	-0.25	-14	6	-15	-9	.	-3
COC(=O)CCc1c(C)nn(-c2ccccc2)c1C	22	-10	0.75	6	-33	4	4	-21	-6
COc1ccc(CC(=O)Nc2cccc(-c3csc(C)n3)c2)cc1	19	-10	0.74	7	-8	0	0	12	-3
CCN1CCN(C(=S)Nc2ccccc2Cl)CC1	-18	-51	-0.82	-9	-5	0	2	9	-10
COC(=O)c1ccc(NC(=O)c2ccc3c(c2)OCO3)cc1	1	-22	-0.05	-17	-4	14	1	11	-11
O=C(NCCc1ccccc1)C1CCCN(C(=O)NC2CCCCC2)C1 (stereo unspecified)	16	-2	-0.0035	9	-1	62	3	-16	-10
Cc1cc(C)cc(OCC(O)CN2C(=O)NC(C)(C)C2=O)c1 (stereo unspecified)	.	.	0.46	13	.	.	4	.	72*
Cc1ccc(-c2nn(-c3ccccc3)cc2/C=N/NC(=O)CSc2nnc(C)n2-c2ccccc2)cc1	-11	9	-0.24	-9	7	8	-5	11	-3

(listing goes on)
molecule	VCAM1 TNFa inh	HUVEC tox TNFa	hDAT+cocaine	Plk1 PBD FP	IL1B cytotox	sEH inh	E coli WT exp	cytoskel mod	PLK1 inh
O=C1CC(Cc2ccccc2)C(=O)N1Cc1ccco1 (stereo unspecified)	12	-10	-0.039	18	-1	-7	-1	-18	32
CCOC(=O)c1c(NC(=O)C2COc3ccccc3O2)sc(C(C)=O)c1C (stereo unspecified)	20	5	-0.23	0	26	-11	-12	5	-16
COc1ccc(-n2c(Cc3cccn3C)nnc2SCC(=O)Nc2ccc(C(C)=O)cc2)cc1	3	-13	0.095	3	-16	12	8	6	-1
CCOc1cc(NC(=S)Nc2cccc(OC)c2)c(OCC)cc1NC(=O)C(C)C	15	-4	-0.59	-11	-35	7	-8	-33	-8
Cc1ccc(N=C2C(=S)N(c3ccc(C)cc3)C(=N)N2/N=C/c2ccc(Cl)cc2)cc1	-22	.	-0.25	7	-28	3	.	6	-13
CC(C)C1NC2(C(=O)c3ccccc3C2=O)C2C(=O)N(c3ccc(F)cc3)C(=O)C12 (stereo unspecified)	-5	-22	-0.34	-13	-1	9	10	34	-2
COc1ccc(/C(C#N)=C/c2c(-c3ccc(Cl)cc3)nc3c(C)cccn23)cc1	-2	-14	0.9	-13	-4	0	-8	0	-6
CCC(=O)Nc1ccc(S(=O)(=O)Nc2cc(C)on2)cc1	2	-15	0.26	6	7	-1	-2	4	-4
N#Cc1nc(-c2ccco2)oc1N1CCC(Cc2ccccc2)CC1	17	4	-0.33	-9	3	-19	-22	-5	-2
S=c1nc(-c2ccccc2)n(Cc2ccco2)c2c1CCCC2	5	-9	-0.066	7	-10	-1	3	37	-3
CCOC(=O)C1=C(c2ccccc2)O/C(=C(/C#N)C(F)(F)F)S1	56*	26	-1.5	-8	-37	-25	-1	-4	-5
O=C1OC(c2ccc(Cl)cc2)/C(=C(/O)c2ccccc2)C1=O (stereo unspecified)	2	25	-0.15	-8	4	-5	-7	15	-15

Some values from above:
COc1ccc(C(=O)NCc2ccccc2)cc1S(=O)(=O)N1CCCc2ccccc21 @ IL1B cytotox: 1
CCOc1cc(NC(=S)Nc2cccc(OC)c2)c(OCC)cc1NC(=O)C(C)C @ PLK1 inh: -8

(continued)
molecule	VCAM1 TNFa inh	HUVEC tox TNFa	hDAT+cocaine	Plk1 PBD FP	IL1B cytotox	sEH inh	E coli WT exp	cytoskel mod	PLK1 inh
COC(=O)c1ccccc1NC(=O)CN(C)S(=O)(=O)c1ccc(OC)c(C)c1	16	-17	0.56	-8	-9	-4	-8	-6	-12
CCN1CCN(Cc2cccc(Oc3ccc(Cl)cc3)c2)CC1	-14	-12	1.6	4	-1	-10	9	0	-11
Cc1nn(CC(=O)NNC(=S)Nc2ccccc2)c(C)c1[N+](=O)[O-]	12	-1	-0.5	-17	-31	-6	2	19	-5
CCN1C(=O)/C(=C2\C=Cc3cc(C)ccc3N2CC)OC1=S	6	-15	-0.076	8	21	0	.	-4	-14
CCOC(=O)c1cnn(-c2ccc(C(C)C)cc2)c1NC(=O)C1CCC1	5	-16	0.59	-19	-23	11	6	14	-7
CC(C)C(=O)NC(C)C(c1cccs1)N1CCN(C)CC1 (stereo unspecified)	.	.	-0.19	17	.	-11	-7	.	-21
COc1ccc(NC(=O)C2C(=O)N(CCO)C3(C)CC2c2ccccc2O3)cc1 (stereo unspecified)	5	5	-1.2	9	9	-11	-2	18	-3
COCCn1c(SCC(=O)NC(=O)NC(C)(C)C)nc2ccccc21	-32	-30	0.041	-8	3	-2	-2	-17	-3
COCCn1c(C)cc(C2=NNC(=Nc3ccc(OC)cc3)SC2)c1C	-5	9	1.6	-37	3	3	-1	2	-3
CS(=O)(=O)n1nc(OC(=O)c2cccc3ccccc23)cc1N	29	-21	0.04	-4	-22	-1	1	-9	2
NC(=O)CN1C(=O)C2C3c4ccccc4C(c4ccccc43)C2C1=O (stereo unspecified)	16	4	-2	8	-14	-1	-6	-17	-13
CCC(=O)Nc1ccc(/C(C)=N\NS(=O)(=O)c2ccc(C)cc2)cc1	0	-2	-0.49	-25	23	-1	-2	-14	-10

(next part)
molecule	VCAM1 TNFa inh	HUVEC tox TNFa	hDAT+cocaine	Plk1 PBD FP	IL1B cytotox	sEH inh	E coli WT exp	cytoskel mod	PLK1 inh
O=C(NC1(C(F)(F)F)NC(=O)N(Cc2ccco2)C1=O)c1cccnc1 (stereo unspecified)	18	-3	-1.8	-12	-37	0	7	3	-14
Cc1ccc(NC(=O)c2cccc3c2-c2ccccc2C3=O)cc1C	4	-6	0.45	4	-18	-12	-6	-1	6
CCOc1ccc(NC(=O)C2CCN(S(=O)(=O)c3c(C)n[nH]c3C)CC2)cc1	6	5	0.14	19	13	.	-7	-19	-9
COc1ccc(C2CC(=O)c3cnc(NC(=O)c4ccccc4OC)nc3C2)c(OC)c1 (stereo unspecified)	.	.	1.5	-15	-6	-2	-12	.	-11
CCOc1ccc(Br)cc1/C(C)=N\NC1=NCCN1	30	-31	-0.027	-9	2	-3	-3	11	-2
CCC(=O)Nc1ccc(Cl)c(NC(=O)C(C)C)c1	30	-9	-0.63	7	0	-12	8	2	-1
COc1ccc(-c2cc(C(=O)Nc3c(C)nn(Cc4ccccc4Cl)c3C)no2)cc1	-3	-35	-0.34	12	14	-11	-4	6	-16
CC(C)CCNC(=O)C(c1cccs1)N(CC1CCCO1)C(=O)Cn1nnc2ccccc21 (stereo unspecified)	.	.	0.26	-22	91*	-20	-8	.	-8
CCOCCCNC(=O)C1c2ccccc2C(=O)N2CCc3ccccc3C12 (stereo unspecified)	8	-10	-1.9	3	8	-4	2	-5	28
O=S1(=O)N=C(N2CCN(Cc3ccc4c(c3)OCO4)CC2)c2ccccc21	9	-17	-0.14	26	-1	-4	12	4	4
O=C(O)c1ccccc1NS(=O)(=O)c1ccccc1C(F)(F)F	-2	0	0.89	-8	-3	-6	-7	-12	-9
Cn1c(N2CCC(C(N)=O)CC2)nc2c1c(=O)n(Cc1ccc(Cl)cc1)c(=O)n2C	-5	-5	1.6	31	15	.	9	-18	-12

The list goes on:
molecule	VCAM1 TNFa inh	HUVEC tox TNFa	hDAT+cocaine	Plk1 PBD FP	IL1B cytotox	sEH inh	E coli WT exp	cytoskel mod	PLK1 inh
Cc1ccc2cc(C)c(N3CCN(c4ccccn4)CC3)nc2c1	4	-33	-0.51	1	-42	10	-21	-6	-6
CNC(=S)N/N=C/c1c(C)nn(-c2ccccc2)c1Cl	-1	7	0.36	-13	15	-12	-6	-16	-7
COc1ccc(CSc2nc(C)cc(=O)[nH]2)cc1Br	2	7	0.6	-6	17	-8	-3	-4	-5
Cc1ccc2nc(/C(C#N)=C\c3ccc([N+](=O)[O-])o3)[nH]c2c1	23	-4	0.0065	-65	-36	-2	17	13	-32
COC(=O)c1ccc(/C=N/N2CCN(Cc3ccccc3)CC2)cc1	9	-36	0.22	-2	-6	-9	-9	40	-9
CSc1nc(Oc2ccc(F)cc2)c2ccccc2n1	2	-10	-1.6	6	23	-2	-3	-4	-17
Cc1ccc(CN2CN(S(=O)(=O)c3cccs3)c3nc4ccccc4nc32)cc1	-18	11	.	6	-1	-10	-4	-30	-7
CCCCNC(=O)C1CCCN1C(=O)Nc1ccccc1 (stereo unspecified)	10	-8	0.72	-6	-9	7	.	-6	-9
COc1ccc(/C=N/NC(=O)c2nn(-c3ccccc3)c(=O)c3c(N)scc23)cc1	8	-3	-0.15	-6	-71	8	-8	-6	-4
Cc1ccc(C2CC2C(=O)NNC(=S)Nc2ccc(Cl)cc2)cc1 (stereo unspecified)	11	-40	1.1	-3	-24	12	.	4	0
O=C(c1ccccc1)c1ccc(OCC(O)CN2CCCCC2)cc1 (stereo unspecified)	14	-6	-0.31	31	-1	-11	7	4	-15
CN(c1ccccc1)S(=O)(=O)c1ccc(C(=O)NCC2CCCO2)cc1 (stereo unspecified)	-18	-22	1.1	10	8	2	1	3	-5

More results:
molecule	VCAM1 TNFa inh	HUVEC tox TNFa	hDAT+cocaine	Plk1 PBD FP	IL1B cytotox	sEH inh	E coli WT exp	cytoskel mod	PLK1 inh
COCCCNC(=O)C1CC(=O)N(Cc2ccc(OC)cc2)C1 (stereo unspecified)	-1	-36	-0.43	2	-25	2	6	-9	-9
O=C(COc1nncc2ccccc12)NCCC1=CCCCC1	4	19	0.61	-16	7	9	-5	3	-9
CCOC(=O)c1cn(CC)c2cc(N3CCSCC3)c(F)cc2c1=O	2	-21	1.1	-15	-12	-3	32	6	-7
CCOC(=O)c1[nH]c(C)c(C(=O)NC(C)(C)C)c1C	25	-27	0.51	-2	-12	-5	5	20	2
COc1ccc(C(C(=O)NC2CCCC2)N(C(=O)c2snc(-c3ccc(F)cc3)c2N)c2cccc(F)c2)cc1 (stereo unspecified)	-13	48	0.45	15	-7	-16	-4	7	-1
CCCCCOc1ccc(C(=O)NC(CCC)C(=O)O)cc1 (stereo unspecified)	-10	8	0.27	14	2	-12	-19	-8	-17
COc1ccccc1NC(=O)NC(N)=O	-8	-2	1.9	27	-18	-9	7	13	-12
Cc1sc(N/N=C/c2cccnc2)nc1-c1ccccc1	8	-9	0.043	-7	-12	0	4	7	-10
CCOC(=O)N1CCN(Cc2ccccc2F)CC1	16	14	1.3	17	-49	2	5	-17	-10
Cc1ccc(N2CCN(CCc3nc4cc(NS(C)(=O)=O)ccc4n3C)CC2)cc1	17	8	0.048	-9	-11	.	10	-15	-10
O=C1CCCC2=C1C1(CCCC1)N=C(Nc1nc3ccccc3s1)N2	17	-8	0.0027	-27	8	4	-8	-17	-14
CN(C)c1ccc(NC(=O)CC2NCCNC2=O)cc1 (stereo unspecified)	18	-10	0.64	24	36	-9	3	1	-12
